Source: PubChem (several laboratories)
NR2E3 ag-1 – activates human NR2E3 receptor; 360,000 compounds, 0.35% hits; inhibition of corepressor binding, % at 3.98 µM; CHO-S Gal4-NCOR/VP16-NR2E3 two-hybrid, luciferase; AID 602229;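 active = inhibition above the mean of all tested compounds plus 3 SD, cut at about 70% in these data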;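 note: 0% = DMSO with NR2E3 transfected cells and 100% = cells lacking NR2E3 construct; higher means lower luciferase signal from less NR2E3 corepressor binding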
Target sequence (Q9Y5X4 whole entry, looked up, the tested form may be a part): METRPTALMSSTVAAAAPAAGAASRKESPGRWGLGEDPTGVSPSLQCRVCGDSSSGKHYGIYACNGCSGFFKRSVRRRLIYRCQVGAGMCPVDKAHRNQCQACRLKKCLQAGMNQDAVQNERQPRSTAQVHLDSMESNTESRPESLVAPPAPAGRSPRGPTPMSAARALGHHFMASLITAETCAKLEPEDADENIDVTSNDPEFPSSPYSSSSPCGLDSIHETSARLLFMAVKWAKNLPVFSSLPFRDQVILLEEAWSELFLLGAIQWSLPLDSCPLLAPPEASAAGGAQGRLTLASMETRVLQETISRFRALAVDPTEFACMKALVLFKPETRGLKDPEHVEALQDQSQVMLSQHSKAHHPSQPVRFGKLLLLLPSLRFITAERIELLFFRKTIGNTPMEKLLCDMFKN
PDI inh – PDI (human) enzyme inhibition. 350,000 compounds, 0.052% hits. P07237. PDI insulin aggregation turbidity, A650, 90 min. inhibition, % at 10 µM. AID 588391;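 active = mean inhibition across replicates of 30% or more, whatever share of single replicates reach that level; inconclusive = mean inhibition below 30% while every single replicate reaches 30%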;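 note: absorbance from insulin aggregation driven by PDI reduction with DTT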
Target sequence (P07237 whole entry, looked up): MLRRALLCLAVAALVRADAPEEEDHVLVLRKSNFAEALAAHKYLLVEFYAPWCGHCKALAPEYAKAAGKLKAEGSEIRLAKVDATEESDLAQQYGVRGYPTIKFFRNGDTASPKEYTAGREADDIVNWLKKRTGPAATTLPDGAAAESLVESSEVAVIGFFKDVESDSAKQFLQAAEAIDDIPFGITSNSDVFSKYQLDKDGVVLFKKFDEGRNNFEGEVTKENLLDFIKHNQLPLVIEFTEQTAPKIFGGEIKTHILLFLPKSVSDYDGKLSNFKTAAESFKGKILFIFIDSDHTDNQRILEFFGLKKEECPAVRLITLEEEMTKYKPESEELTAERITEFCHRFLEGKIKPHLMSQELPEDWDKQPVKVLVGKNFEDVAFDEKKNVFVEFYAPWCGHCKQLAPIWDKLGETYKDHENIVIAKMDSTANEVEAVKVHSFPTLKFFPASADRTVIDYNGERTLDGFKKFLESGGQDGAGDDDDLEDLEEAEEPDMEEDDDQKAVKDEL
HIF-2a inh – inhibitors of HIF-2a; 786-0 RCC cells HIF-2a reporter, luciferase luminescence, overnight; inhibition, % at 18.8 µM; 360,000 compounds, 0.72% hits; AID 624352;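 active = inhibition of the luminescence signal of 40% or more relative to plate controls, in a single-dose primary screen at 18.75 µM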
Granule exo inh – lytic granule exocytosis inhibition | inhibition, % at 10 µM | AID 651702 | 360,000 compounds, 0.66% hits | TALL-104 LAMP-1 surface exposure, flow cytometry; cells stimulated with thapsigargin and PMA;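 active = inhibition above about 55%, limit read from the data; inconclusive = no clear call, values can overlap the other calls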
Vif inh – blocks HIV Vif function; HEK293T cells, Vif self-association by quenched fluorescence, imaging, 24 h; AID 602346; 340,000 compounds, 0.35% hits; inhibition, % at 7.49 µM; in the data active = inhibition above about 50%, passing the limit was not always enough; inconclusive = no clear call, values can overlap the other calls; inactive = below about 31%; note: some results filed as inactive read as strong as hits
CaV13 FRET inh – Primary screen for inhibitors of IQ motif and Ca2+-dependent inactivation inhibitor domain binding in CACNA1D, Förster resonance energy transfer in living cells, …; inhibition, % at 12.3 µM; HEK cells, CFP/YFP FRET ICDI-IQ, plate reader, 10 min; percent FRET-ratio fall versus neutral wells; 340,000 compounds, 0.098% hits;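 active = mean replicate inhibition of at least 30% and at least 1% of replicates passing that level; inconclusive = only one of the two criteria is met; inactive = neither criterion is met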;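 note: 0% = median of the neutral control wells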
MITF TRPM1 inh – MITF TRPM1 promoter inhibition in SK-MEL-5 cells | SK-MEL-5 TRPM1 promoter luciferase, 24 h | inhibition, % at 12.5 µM | 330,000 compounds, 0.83% hits | AID 488899;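 active = mean inhibition across replicates of 60% or more, whatever share of single replicates reaches that level; inconclusive = some that reach 60%, reason not given; inactive = mean inhibition across replicates below 60%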; note: values of inactives mirror those of a sister screen read the other way
aDG glyco act – increases alpha dystroglycan glycosylation | 360,000 compounds, 0.22% hits | AID 624168 | activation, % at 10 µM | Pro5-aDG cells, alpha-DG glycosylation AlphaScreen (IIH6); 0% Pro5, 100% B10-LARGE cell signal;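 active = activation of at least 8% versus controls, or a plate z-score of at least 8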;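 note: Pro5 are CHO cells carrying HIG-tagged alpha-DG that lacks glycosylation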
NR2E3 ag-2 – activates human photoreceptor nuclear receptor NR2E3. inhibition of corepressor binding, % at 4.78 µM. Q9Y5X4. GST-NR2E3/biotin-RetCOR TR-FRET, 1536-well. 320,000 compounds, 0.12% hits. AID 2300;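 active = percent inhibition above the cutoff of mean plus 3 SD of all tested compounds, set per screening campaign, cut at about 20% in these data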;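 note: 0% = DMSO wells and 100% = biotin wells as full block of FRET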
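Material: NR2E3–RetCOR corepressor complex / Amount: 1.35 nM GST-NR2E3 / Medium: Tris pH 7.5 / Compound: single nominal compound dose of 4.8 µM / Incubation: 5 h at 4 °C / Technique: TR-FRET, Eu(K)-anti-GST donor, streptavidin-D2 acceptor, ex 340, em 617/671 nm / Read-out basis: percent loss of FRET ratio relative to control wells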
Peg3 promoter – inhibitors of Peg3 promoter | 360,000 compounds, 1.7% hits | AID 588405 | HeLa PEG-Prom luciferase reporter, luminescence, overnight | inhibition, % at 20 µM;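 active = inhibition of at least 50% at 20 µM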
hiPSC survival – enhancers of human iPSC single-cell survival; hiPSC single-cell survival, ATPlite luminescence; 100% = ROCK inhibitor wells, 0% = DMSO; survival enhancement, % at 20 µM; 360,000 compounds, 0.044% hits; in the data active = survival enhancement above about 18%;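 note: cells exposed to compounds for 16 hours before the ATP read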
Numbers without * were called inactive; ? = inconclusive; nt = no result given. Rows were taken by chance; any-hit rate near 3.5%.

SMILES,NR2E3 ag-1,PDI inh,HIF-2a inh,Granule exo inh,Vif inh,CaV13 FRET inh,MITF TRPM1 inh,aDG glyco act,NR2E3 ag-2,Peg3 promoter,hiPSC survival
CCN(CC)c1nc(SCCOC(=O)Nc2ccccc2)nc(N(CC)CC)n1,-40,11,-53,16,0,-9,-17,0.2,-2,-26,-1.3
COCCn1c(SCC(=O)NC(=O)NCc2ccccc2)nc2ccccc21,8,10,23,-2,nt,-5,1,0.3,-2,20,-1.9
Cc1ccn2cc(C(=O)Nc3ccccc3N3CCOCC3)nc2c1,-22,11,-101,-1,-3,-8,-22,-0.1,6,-51,-0.8
COc1cccc(-c2nn3c(-c4ccccn4)nnc3s2)c1,-17,-1,-73,0,1,-4,-37,-0.2,-3,-51,-1.6
COc1ccc([N+](=O)[O-])cc1N(CC(=O)N(C)C)S(C)(=O)=O,-27,-1,0,-4,-1,-4,-5,-0.1,-2,4,2.2
CCN1C(=O)S/C(=C/c2c(OCc3ccc(C(=O)O)cc3)ccc3ccccc23)C1=O,-24,-2,15,-3,5,-7,9,-0.3,4,33,2.0
CS(=O)(=O)N(Cc1ccccc1)c1ccc(C(=O)Nc2cccnc2)cc1,-6,25,7,3,8,-5,8,0.0,0,10,0.4
Oc1c(N=NC(=S)Nc2ccccc2F)c2ccccc2n1Cc1ccc(Cl)cc1,-5,0,14,16,3,-4,16,0.2,-3,16,-0.6
CC(=O)Nc1cccc(NC(=O)c2ccc(Br)cc2)c1,-14,-3,-95,0,-14,-5,-25,-0.1,2,-74,-0.6
C[n+]1ccccc1C1CCCC/C1=N\NC(N)=S (stereo not given),21,-1,10,-1,-4,-6,-14,0.5,7,2,-2.1
c1cnc2nc3c4ccccc4c4ccccc4c3nc2c1,40,6,15,46,11,-5,11,0.0,nt,31,-0.1
CCOC(=O)Cn1nnc(-c2ccc(SC)cc2)n1,2,-3,7,1,3,-5,-8,-0.1,-1,2,-0.7
COc1ccc(Cl)c2sc(NC(=O)C3=COCCO3)nc12,-26,-3,-55,37,-2,-3,-30,-0.2,-2,-78,0.1
CCCCNC(=S)N(Cc1ccco1)Cc1cc2cc3c(cc2[nH]c1=O)OCCO3,-18,-5,18,-3,-8,-4,-1,0.0,-1,-8,1.0
O=S(=O)(Nc1ccccc1F)c1cccc(NC(=S)NCCN2CCOCC2)c1,21,22,13,8,7,-11,3,0.0,nt,-6,-2.4
Cc1nn(C)cc1[C@@H]1C[C@H]2CN(Cc3cccc(Cl)c3)C(=O)[C@]23CCCN13,-1,1,15,0,-8,-4,11,0.3,4,5,2.5
CC(=O)c1cc2cccc(OC3(C)CCN(Cc4ccc5ccccc5c4)C3)c2o1 (stereo not given),-19,-4,-1,-8,11,-6,nt,-0.1,nt,-3,-1.7
CCCCCCOC1(c2ccccc2)OC(=O)c2ccccc21 (stereo not given),2,0,11,-1,-6,-7,-1,0.1,-1,18,3.2
O=C(NCCNc1ccc([N+](=O)[O-])cc1C(F)(F)F)c1ccccc1,0,23,21,-1,nt,-5,-1,0.6,-3,15,1.2
Cc1cccc(Cn2c(NCCO)nc3c2c(=O)n(C)c(=O)n3C)c1,-4,7,14,0,-6,-7,21,0.7,-4,20,-1.5
Cn1c(=O)[nH]c(=O)c2c1nc(CN1CCN(Cc3ccccc3)CC1)n2CC(N)=O,-34,-10,8,-2,8,-6,7,-0.1,4,5,-0.6
Cc1ccc(N2C(=O)N3[C@H](c4ccc(F)cc4)[C@@H]4C(=O)N(C5CCCCC5)C(=O)[C@@H]4[C@]3(C)C2=O)cc1,-9,5,14,-7,-4,nt,0,0.2,2,-4,1.5
CCOc1ccc(CCNC(=O)c2nnn(CC(=O)Nc3ccc(C)cc3)c2N)cc1OCC,-12,-7,10,1,-3,nt,18,0.1,3,2,-0.4
C=CCN1C(=O)c2ccc(C(=O)OCC(=O)N(C)C3CCCCC3)cc2C1=O,0,7,6,3,2,3,-12,-0.2,-1,-3,-0.3
COCCN(C(=S)Nc1ccc(Cl)cc1OC)C1CCN(C(C)=O)CC1,-4,4,14,-11,-5,2,0,0.1,-3,9,0.2
O=C(CN1CCCC1=O)NC1C2CC3CC(C2)CC1C3 (stereo not given),2,19,15,5,-3,-9,-5,-0.4,6,5,-2.3
O=C(COC(=O)c1cnc(Cl)c(Cl)c1)NCCC1=CCCCC1,-3,2,17,-7,4,2,-7,0.0,0,26,0.3
COc1ccc(NC(=O)Cn2cccc2)c(OC)c1,-10,-2,10,-4,-5,-3,4,-0.2,-3,3,2.2
Cc1cc2nc(SCC(=O)O)nc(C)c2cc1C,-6,8,18,3,-3,-7,-1,0.1,3,1,-1.9
C=C1CCC2C(C)(C)[C@@H](O)CC[C@@]2(C)[C@@H]1COc1ccc2ccc(=O)oc2c1 (stereo not given in full),-49,1,20,-18,-3,-2,4,0.3,1,7,-0.2
NC(=O)CC(NC(=O)Cc1ccc(Br)cc1)c1ccc(N2CCc3ccccc3C2)c([N+](=O)[O-])c1 (stereo not given),-20,-1,7,10,-11,-10,2,-0.3,1,4,-1.5
COC(C[C@H]1O[C@H]1[C@@H](O)COCc1ccccc1)OC,2,-1,-7,-7,-9,-5,3,0.0,nt,-12,1.8
Cc1cc(Cl)ccc1OCC(=O)NNC(=O)c1cnccn1,-19,7,7,1,-1,-7,1,0.7,4,5,2.4
Cc1ccccc1C(N)=O,4,nt,4,-3,?,nt,-2,0.3,nt,-6,0.1
Cc1ccc(CN2CCNC(=O)C2CC(=O)NCc2csc(C(C)C)n2)cc1 (stereo not given),0,-10,8,-2,-5,-2,-3,0.1,3,14,-0.3
Fc1cccc(NC(=S)NCC(c2cccnc2)N2CCOCC2)c1 (stereo not given),nt,-9,16,-1,-6,-5,5,0.3,1,-7,-1.9
CCN1CC(CNCc2cn(-c3ccc(OC)cc3)nc2-c2ccccc2Cl)CC1=O (stereo not given),8,-3,10,-1,-4,2,-1,-0.1,2,3,-0.9
CC(=O)c1ccc(N2CCN(C(=O)c3ccc4ccccc4n3)CC2)cc1,-4,-1,9,2,-3,-5,16,-0.2,2,-4,-0.8
Cc1ccc(NC(=O)CCc2nc3ccccc3c(=O)[nH]2)cc1S(=O)(=O)N1CCOCC1,9,-4,7,-4,24,-6,2,-0.2,1,13,-0.4
CN(C)c1nc(SCc2ccc(Cl)cc2)nc2c1CCCC2,-15,-4,9,49,nt,nt,-6,0.2,-3,4,1.1
COc1cccc(/C=N/Nc2c(Cl)cncc2Cl)c1O,-59,2,-299,1,-11,-14,nt,0.0,0,-229,0.1
CCCn1cnc2c(SCc3ccccc3)nc(N)nc21,-31,-7,-163,-3,-4,-16,-18,-0.1,nt,-115,-0.7
CC(C)c1ccc(CC(=O)N2CCC2(C)C(=O)NCCC#N)cc1 (stereo not given),0,2,12,6,-3,-7,nt,0.0,nt,2,-0.5
c1ccc(Nc2nc(-c3ccncc3)cs2)cc1,-43,-1,-239,10,-4,nt,-145,0.7,0,-273,1.0
Cc1cccc(-n2c3nc(=O)[nH]c(=O)c-3cc3c(C)nn(-c4ccccc4)c32)c1C,9,-4,7,-3,-1,-8,19,0.0,-1,12,0.6
COc1ccc2nc(NC(=O)CSCC(=O)Nc3cc(C)on3)sc2c1,-18,-2,-151,9,-11,-7,-47,0.4,-4,-219,-0.3
O=c1cc(CN2CCCCC2)c2ccccc2o1,-8,nt,7,-1,3,-11,nt,0.3,nt,14,-0.5
O=S(=O)(N=S(N1CCCCC1)N1CCCCC1)c1ccccc1,-8,-9,14,-1,10,-5,10,0.1,-4,13,-0.2
CC(=O)C(C(C)=O)C(c1ccccc1)c1nc2ccccc2[nH]c1=O (stereo not given),-13,4,11,0,-15,-19,8,0.0,nt,14,-0.5
CCOC(=O)C1=C(COC(=O)Cc2ccc(OC)c(OC)c2)NC(=O)NC1C (stereo not given),-4,0,6,-4,3,-16,8,-0.1,3,5,0.0
C(=N/N1CCN(c2ccccc2)CC1)/c1cccs1,-42,2,-278,0,2,-6,-73,-0.2,-2,-167,-1.7
CC(=O)NC(C)c1nc2ccccc2n1CC(=O)NC(C)CCc1ccccc1 (stereo not given),-8,7,13,-1,1,-4,1,-0.1,1,7,0.7
CCn1c(C)nc2cc(C(=O)NNC(=O)[C@@H](NC(=O)c3cc(OC)cc(OC)c3)C(C)C)ccc21,-7,10,3,3,2,-11,10,0.1,nt,-30,-4.1
Cc1ccc(OCc2nnc(SCC(=O)Nc3sc(C)c(C)c3C#N)n2C)cc1,-11,-7,-1,0,19,-6,5,-0.1,-3,-15,0.4
O=C(NCc1cccs1)C1CC(=O)N(Cc2ccccc2)C1 (stereo not given),23,-1,-5,-18,-5,-6,5,0.0,nt,5,4.0
COc1ccc(C2=NN(C(=O)COC(=O)c3ccc(S(C)(=O)=O)c([N+](=O)[O-])c3)C(c3ccco3)C2)cc1 (stereo not given),4,16,61*,33,-2,-7,81*,-0.4,nt,94*,-0.2

Further structures follow.
SMILES,NR2E3 ag-1,PDI inh,HIF-2a inh,Granule exo inh,Vif inh,CaV13 FRET inh,MITF TRPM1 inh,aDG glyco act,NR2E3 ag-2,Peg3 promoter,hiPSC survival
CNS(=O)(=O)c1cccc(C(=O)OC2CCOC2=O)c1 (stereo not given),-4,8,17,-1,-5,-3,0,0.0,1,-1,0.3
CN(C)CCC(O)c1ccccc1 (stereo not given),7,-10,20,7,15,6,6,-0.1,0,17,-0.6
O=C(COc1ccc2c(-c3ccccc3)cc(=O)oc2c1)NCC(O)c1ccccc1 (stereo not given),22,nt,-16,-5,10,nt,nt,0.0,7,8,0.8
Cc1nc2ccccc2c(-c2ccccc2)c1C(=O)c1ccccc1,12,-8,39,3,-2,-3,7,0.3,2,30,0.0
CN1/C(=C\C(=O)c2cccc(S(=O)(=O)N3CCCCC3)c2)C(C)(C)c2ccccc21,0,-3,4,0,0,-31,9,0.4,0,13,-0.3
COc1ccc(-c2ccc(CN3C(C(C)C)C(=O)N(Cc4cn(CC5CCCCC5)nn4)CCS3(=O)=O)cc2)cc1OC (stereo not given),-32,-3,23,-2,-3,-6,nt,0.0,nt,16,-0.3
CCc1ccc(N(CC)c2ncnc3nc[nH]c23)cc1,4,-6,13,5,1,-6,-10,-0.1,1,22,0.2
